# Cav32 inh – human Cav3.2 channel inhibition, primary screen. O95180. Cav3.2-expressing cells, Fluo-4 calcium fluorescence FDSS; active compounds read low. B-score at 10 µM. 100,000 compounds, 4% hits. AID 449739;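 active = single-dose well whose peak fluorescence ratio is a statistical outlier from its plate by either plate-standardised score or position-corrected B-score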
# * marks the source's active call; other numbers are inactive results.
Structure	Cav32 inh
CCSc1cc(C2C(C#N)=C(N)Oc3n[nH]c(C)c32)c(C)o1 (configuration not stated)	-1.9
CN1C2C=C(N(C(=O)c3ccc(Cl)cc3)c3ccccc3)CC1CC2 (configuration not stated)	0.95
Cc1nnc2n1-c1ccc(Br)cc1C(c1ccccc1Cl)=NC2	1.1
CCC(=O)N1CCN(CCN=Cc2c(O)n(C)c(=O)n(C)c2=O)CC1	-0.001
CCOP(=O)(OCC)C(NC(=O)c1ccccc1Cl)=C(Cl)Cl	-0.45
CCN(CC)CCN=Cc1c(O)n(Cc2ccccc2)c(=O)[nH]c1=O	-0.019
COc1ccc(C2SCC(=O)Nc3c2c(=O)[nH]n3C2CCCCCC2)cc1OC (configuration not stated)	0.14
O=C(Nc1ccc(Cl)cc1)Nc1nccs1	-2.1
CC(C)CNC(=O)c1c(N)n(Cc2ccco2)c2nc3ccccc3nc12	-1.2
CN1CCCC(C(=O)c2ccccc2)C1 (configuration not stated)	0.033
CCCCOC(=O)C1=C(N)OC2=C(C(=O)CCC2)[C@]12C(=O)Nc1ccccc12	-0.34
CC(=NCc1cccnc1)c1c(O)n(C2CCCCC2)c(=O)[nH]c1=O	0.72
COc1cc(O)c(C(=O)O)c(-c2cc(O)c(O)cc2C)c1	-0.17
C=CCn1c(O)c(C(C)=Nc2cc(OC)ccc2OC)c(=O)[nH]c1=O	0.044
Cn1c(O)c(C=NC2CC(C)(C)NC(C)(C)C2)c(=O)n(C)c1=O	-0.61
COc1ccc(CN2CCN(Cc3ccccc3)CC2)c(OC)c1	-0.047
O=S1(=O)CC2(N3CCOCC3)CCCCC21 (configuration not stated)	-0.8
O=P(OCC(F)(F)C(F)F)(N1CCCCC1)N1CCCCC1	-0.34
CCOC(=O)C1CCN(/C=C2/C(=O)NC(=O)N(c3ccc(OCC)cc3)C2=O)CC1	-1.5
Cc1ccc2cccc(OC(=O)N(C)c3ccccc3)c2n1	-1.8
Nc1ccc(N2CCN(Cc3ccccc3Cl)CC2)c(Cl)c1	-1.1
CN(C)CCc1nn[nH]n1	-0.31
Cc1ccc(S(=O)(=O)N[C@@H](CCCCN)C(=O)CCl)cc1	1.8
COc1ccc(C2SCC(=O)Nc3c2c(=O)[nH]n3C2CCCCC2)cc1 (configuration not stated)	0.24
C=CCN1C(=O)NC(=O)/C(=C/c2ccc(OC)c(CSc3ccccn3)c2)C1=O	-0.0032

# Remaining list, next part.
Structure	Cav32 inh
COc1cc(CN2CC3CC(C2)c2cccc(=O)n2C3)cc(OC)c1OC (configuration not stated)	0.46
CCC1(CC)C(=O)NC(=Nc2cccc(C(F)(F)F)c2)NC1=O	-0.8
CCCOC(=O)c1c(N)n(Cc2cccs2)c2nc3ccccc3nc12	-1.6
C#CCNc1ccncc1S(=O)(=O)NC(=O)NC(C)C	0.091
CN1CCN(Cc2nc3ccccc3n2C)CC1	-0.0045
O=C(NC(Oc1ccccc1)C(Cl)(Cl)Cl)c1ccccc1 (configuration not stated)	-0.38
COc1ncccc1C(=O)NCC(CC(=O)O)c1ccccc1 (configuration not stated)	-0.043
COC(=O)C1=C(c2cc3ccccc3s2)C[C@@H]2CC[C@H]1N2C(=O)NC(C)C	0.73
CC(C)NS(=O)(=O)c1ccc(OCC(=O)N2CCN(Cc3ccc4c(c3)OCO4)CC2)c(Cl)c1	-2
N=C1c2ccccc2CN1NC(=O)c1ccc(F)cc1	-0.068
CC(c1ccc(F)cc1)n1cc(C(=O)NCc2ccc3c(c2)OCO3)nn1 (configuration not stated)	-0.66
COc1ccc(S(=O)(=O)NCc2ccc(C(=O)N3CCC4(CC3)OCCO4)cc2)cc1	1
N=c1n(CCO)c2ccccc2n1Cc1ccccc1	0.75
CN(C)P1(N(C)C)=NC(C(F)(F)F)=NC(C(F)(F)F)=N1	0.024
N[C@@H](Cc1c[nH]c2ccccc12)c1nnc(SCc2ccc(F)cc2)o1	-0.61
COc1ccc(-n2c(O)c(C(C)=NCCN3CCNCC3)c(=O)[nH]c2=O)cc1	0.2
N#Cc1c(/N=C/c2c(O)n(Cc3ccco3)c(=O)[nH]c2=O)sc2c1CCCC2	-2.8
Cc1cccc(N2C(=O)NC(=O)/C(=C\c3cnn(-c4ccccc4)c3)C2=O)c1	1.3
N#Cc1ccccc1Cn1cc(C(=O)c2cccs2)c2ccccc21	-0.55
O=c1c2ccccc2nc(-c2ccco2)n1-c1nccs1	-2.9
CCOC(=O)C1C2c3ccccc3O[C@@]1(C)N=C1SCC(=O)N12 (some centres not stated)	1.8
CN1CCN(c2cc(N3CCCC3)c([N+](=O)[O-])cc2F)CC1	0.28
CC(=O)c1ccc(OC(NC(=O)c2ccco2)C(Cl)(Cl)Cl)cc1 (configuration not stated)	1.3
CN1CC=C(c2c[nH]c3ccccc23)CC1	0.51
c1ccc(CN2CCN(Cc3ccc4c(c3)OCCO4)CC2)cc1	1

# Three entries from above in a different format.
c1ccc(CN2CCN(Cc3ccc4c(c3)OCCO4)CC2)cc1
  Cav32 inh = 1
N#Cc1ccccc1Cn1cc(C(=O)c2cccs2)c2ccccc21
  Cav32 inh = -0.55
N#Cc1c(/N=C/c2c(O)n(Cc3ccco3)c(=O)[nH]c2=O)sc2c1CCCC2
  Cav32 inh = -2.8

# Next section
Structure	Cav32 inh
O=C(CN1CCOCC1)Nc1ccc(Br)cc1C(=O)c1ccccc1	-0.19
COc1ccc(-c2nc3ccccc3c(=O)n2-c2nccs2)cc1	0.01
CCN(CC)CCN=Cc1c(O)n(CCc2ccccc2)c(=O)[nH]c1=O	1.3
c1cnc(N2CCNCC2)nc1	0.13
CN1CCN(c2ccc([N+](=O)[O-])c(N/N=C3\CN4CCC3CC4)c2)CC1	0.87
Cc1c(N=Cc2c(O)n(Cc3ccc(F)cc3)c(=O)[nH]c2=O)c(=O)n(-c2ccccc2)n1C	-0.82
COC(=O)C1=C(c2cccc(OC)c2OC)C[C@@H]2CC[C@H]1N2C(=O)NCc1ccc(C(F)(F)F)cc1	-0.64
C[C@@]12N[C@@H](Cc3ccccc31)c1ccccc12	0.11
Cn1c(=O)cc(OCC(=O)N2CCC3(CC2)OCCO3)c2ccccc21	0.62
CCOC(=O)c1c(N)n(Cc2ccc(OC)cc2)c2nc3ccccc3nc12	-2.7
C=C1C(O)(c2ccccc2)C2CC[N+]1(C)CC2 (configuration not stated)	0.69
CC(C)N1C(=O)/C(=C/C=C/c2ccco2)C(=O)N(Cc2ccco2)C1=O	0.95
C/C(Cl)=C/CC1(CN2CCCC2=O)C(=O)NC(=O)NC1=O	1.3
C=C1N2CCC(CC2)C1(O)c1ccc(C)cc1 (configuration not stated)	-0.42
CCCCCCn1c(O)c(C=NCCN2CCCCC2)c(=O)[nH]c1=O	0.59
OC(Cn1c2ccccc2c2ccccc21)C[n+]1ccccc1 (configuration not stated)	-0.52
CC(N=Cc1c(O)[nH]c(=O)[nH]c1=O)c1ccccc1 (configuration not stated)	-0.00028
CCOC(=O)C1C(=O)N(C)C2(C)CC1c1cc(OC)ccc1O2 (configuration not stated)	0.5
COC(=O)C1=C(c2ccccc2)C[C@@H]2CC[C@H]1N2C(=O)NCc1ccccc1	-0.45
COCCOC(=O)C1=C(N)OC(C)=C(C(=O)OC)C12C(=O)Nc1ccccc12 (configuration not stated)	0.62
Cn1cc(C(=O)c2ccccc2)c2ccccc21	0.31
Cc1ccc(C(=O)N[C@@H](C)CN2C3=NC[C@H](Cc4ccccc4)N3C[C@H]2Cc2ccc(O)cc2)cc1Br	-1.7
COC(=O)C1=C(c2cc3ccccc3o2)C[C@@H]2CC[C@H]1N2C(=O)N1CCC(C)CC1	-1.9
COc1cc(C)c(CN2CCN(c3ccccc3)CC2)cc1C	-0.72
CN1CC=C2C(C#N)=C(N)C(C#N)(C#N)C(c3ccncc3)C2C1 (configuration not stated)	-1

# New compounds follow
Structure	Cav32 inh
O=C(C1CCCO1)N1CCC2(CC1)OCCO2 (configuration not stated)	0.64
COCCOC(=O)c1c(N)n(Cc2ccco2)c2nc3ccccc3nc12	-0.89
Cc1nn(Cc2ccccc2Cl)c(Cl)c1C(=O)OCC(=O)NCc1ccco1	-0.58
O=c1[nH]c(=O)n(Cc2ccco2)c(O)c1C=NCc1ccco1	0.011
CCCCn1c(O)c(C(CC)=NCCN2CCCCC2)c(=O)[nH]c1=O	0.5
COc1ccccc1N=C1SCCCN1C	0.31
COc1ccc2c(c1)C13CCCC[C@@H]1C(C2)N(C)CC3 (some centres not stated)	0.13
CC(C)N(CCC(C(N)=O)(c1ccccc1)c1ccccn1)C(C)C (configuration not stated)	-0.3
CC(C)[C@H]1C(=O)O[C@H](C(C)C)C(=O)N(C)[C@@H](C(C)C)C(=O)O[C@H](C(C)C)C(=O)N(C)[C@@H](C(C)C)C(=O)O[C@H](C(C)C)C(=O)N1C	-3.9*
CN1C(=O)/C(=C/c2ccc(N3CCCCCC3)o2)C(=O)NC1=S	-4.5*
CCOC(=O)C1=C(N)OC2=C(C(=O)CCC2)C12C(=O)N(CC(N)=O)c1ccccc12 (configuration not stated)	-0.2
COc1cccc(N2C(=O)NC(=O)C3(Cc4cc(C)ccc4N(C)C3)C2=O)c1 (configuration not stated)	0.14
COc1ccc(Cc2nccc3cc(OC)c(OC)cc23)cc1OC	0.89
COc1ccccc1CN1CCN(C(=O)COc2ccccc2)CC1	0.49
COc1ccc(-c2cc(=O)c3c(OC)c(OC)c(OC)cc3o2)cc1	1.2
O=c1c2ccccc2nc(-c2ccc(Cl)cc2Cl)n1-c1ccncc1	0.91
CCOc1ccc(-n2c(-c3ccoc3)nc3ccccc3c2=O)cc1	1.1
O=C1N(CN2CCOCC2)c2ccccc2C1(O)c1c[nH]c2ccccc12 (configuration not stated)	0.24
Cc1ccc2c(c1)C1CN(C)CCC1N2C(=O)Cn1nnc(-c2ccccc2F)n1 (configuration not stated)	0.35
Cn1nc(-c2ccc(OCC(=O)N3CCN(Cc4ccccc4)CC3)cc2)c2ccccc2c1=O	-1.1
COc1ccc2[nH]c(C)c(CCN3CCC(=O)C(C)C3C)c2c1 (configuration not stated)	1.7
Cc1nc2ncnn2c(C)c1CCC(=O)N1CCC2(CC1)OCCO2	0.077
CN1C[C@H](CNC(=O)OCc2ccccc2)C[C@@H]2c3cccc4c3c(cn4C)C[C@H]21	-4.4*
Cc1sc2c(c1C)C(c1ccc(C(C)(C)C)cc1)=NCC(=O)N2CC(=O)Nc1nccs1	-2.6
Nc1ccccc1C(=O)OC1CSC1	0.19

# 4 of the compounds above, with each value named:
Cn1c(=O)cc(OCC(=O)N2CCC3(CC2)OCCO3)c2ccccc21
  Cav32 inh: 0.62
CCOC(=O)c1c(N)n(Cc2ccc(OC)cc2)c2nc3ccccc3nc12
  Cav32 inh: -2.7
C=C1C(O)(c2ccccc2)C2CC[N+]1(C)CC2 (configuration not stated)
  Cav32 inh: 0.69
CC(C)N1C(=O)/C(=C/C=C/c2ccco2)C(=O)N(Cc2ccco2)C1=O
  Cav32 inh: 0.95

# Returning to the listing, repeating the two entries before the break.
Structure	Cav32 inh
Cc1sc2c(c1C)C(c1ccc(C(C)(C)C)cc1)=NCC(=O)N2CC(=O)Nc1nccs1	-2.6
Nc1ccccc1C(=O)OC1CSC1	0.19
CCCN(CC#CCO)CCC	0.37
CC[C@H]1CC2CN3CCc4c([nH]c5cc(OC)ccc45)[C@](C(=O)OC)(C2)[C@H]13	-3.1
[N-]=[N+]=CC(=O)OC[C@H](N)C(=O)O	0.45
CC(=O)C1=C(C)OC(N)=C(C(=O)OC(C)C)C12C(=O)Nc1ccccc12 (configuration not stated)	-0.44
CCC(C(=O)N1CCC2(CC1)OCCO2)c1ccccc1 (configuration not stated)	-0.37
O=C(CSC1c2ccccc2-c2ccccc21)N/N=C/c1ccccc1	-0.026
CC(C(=O)c1c[nH]c2ccccc12)N1CCSCC1 (configuration not stated)	-1.3
CCC(=O)N1N=C2C3CCN(CC3)C2C1c1ccc(C)cc1 (configuration not stated)	0.29
Cc1c(/C=N/O)c2ccccc2n1C	-0.33
O=C(NC(c1ccc(Cl)cc1)P(=O)(Oc1ccccc1)Oc1ccccc1)OCc1ccccc1 (configuration not stated)	-0.46
CCC(=NCc1ccc2c(c1)OCO2)c1c(O)n(C2CCCCC2)c(=O)[nH]c1=O	-5.8*
O=c1cccc2n1CC1CC2CN(Cc2cccc(Cl)c2Cl)C1 (configuration not stated)	-4.8
COc1cccc([C@@]2(O)CCCC[C@@H]2CN(C)C)c1	-0.25
Cc1c2ccncc2c(C)c2c1[nH]c1ccccc12	-4.4*
O=C(C1CCC(=O)N1Cc1ccccc1Cl)N1CCC2(CC1)OCCO2 (configuration not stated)	0.7
CN1CCN(C(=O)COc2ccc(C(C)(C)C)cc2Br)CC1	-0.47
CCCCn1c(O)c(C(C)=Nc2ccc(C(=O)O)cc2)c(=O)[nH]c1=O	0.099
CCC(C)NC(=O)c1c(N)n(CCCOC)c2nc3ccccc3nc12 (configuration not stated)	-1.5
O=C(Cc1ccccc1)Oc1ccc(N2C(=O)CCC2=O)cc1	0.44
CN(C)CCN=Cc1c(O)n(-c2cccc(C(F)(F)F)c2)c(=O)[nH]c1=O	0.6
O=P(Nc1c(Cl)cccc1Cl)(c1ccccc1)c1nc2c(s1)CCCC2 (configuration not stated)	0.089
CP(=O)(O)CCCN	0.55
Cc1cc(N2C(=O)C3CCCN3C2c2cccc(Cl)c2)no1 (configuration not stated)	0.9
CN(C)C(=O)Oc1ccc(-c2nnco2)cc1	-0.47
CCN1CCN(Cc2ccc(C)cc2)CC1	0.53
CC(C)(C)NCC(O)c1cc(Cl)c(N)c(Cl)c1 (configuration not stated)	-0.067
CC(=O)Nc1ccccc1C(=O)OCC(=O)c1ccc2ccccc2c1	-0.69

# High-throughput results from PubChem BioAssay.

# An excerpt. The share of hits here may be higher or lower than overall.
